MITF primary: MITF inhibitors, primary screen, biochemical, AlphaScreen, human. AlphaScreen MITF homodimerization, bead proximity signal. inhibition, % at 2.6 µM. 0.91% of 650,000 active. Microphthalmia-associated transcription factor (Homo sapiens), O75030; in the data active = inhibition above about 50%;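 also: 0% = vehicle wells with protein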
Target sequence (O75030 whole entry, looked up): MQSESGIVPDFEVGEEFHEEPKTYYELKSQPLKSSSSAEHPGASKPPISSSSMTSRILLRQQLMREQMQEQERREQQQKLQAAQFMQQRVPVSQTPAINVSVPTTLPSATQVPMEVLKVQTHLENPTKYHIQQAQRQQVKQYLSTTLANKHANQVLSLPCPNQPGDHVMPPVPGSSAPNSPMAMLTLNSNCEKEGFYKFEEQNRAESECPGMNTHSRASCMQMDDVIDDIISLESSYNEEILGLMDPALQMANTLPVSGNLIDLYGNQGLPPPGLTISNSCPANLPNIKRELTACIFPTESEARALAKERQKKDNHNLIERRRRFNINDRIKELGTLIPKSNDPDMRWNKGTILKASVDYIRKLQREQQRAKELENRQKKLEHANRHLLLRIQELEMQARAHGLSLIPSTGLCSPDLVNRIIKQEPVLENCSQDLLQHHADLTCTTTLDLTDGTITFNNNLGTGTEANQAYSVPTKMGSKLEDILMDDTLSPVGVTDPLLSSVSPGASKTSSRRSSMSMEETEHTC
TEAD-YAP block: TEAD-YAP interaction inhibition, primary screen, TEAD-YAP interaction inhibitor project, luminescence, HEK-TIYL cells; TEAD-Gal4/YAP UAS-luciferase luminescence; inhibition, % at 9.12 µM; 1.4% of 640,000 active; AID 1259422, 2018; in the data active = inhibition above about 32%;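 also: 0% = median of test compound wells and 100% = reference inhibitor wells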
GPR151 activ: activators of human GPR151, primary screen, cell-based, PathHunter beta-arrestin, luminescence; 1% of 650,000 active; AID 1508602, 2020; PathHunter beta-arrestin GPR151 cells; activation, % at 11.2 µM; in the data active = activation above about 4.9%;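 also: 0% = median of compound wells and 100% = cells with positive control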
Target sequence (Q8TDV0 whole entry, looked up): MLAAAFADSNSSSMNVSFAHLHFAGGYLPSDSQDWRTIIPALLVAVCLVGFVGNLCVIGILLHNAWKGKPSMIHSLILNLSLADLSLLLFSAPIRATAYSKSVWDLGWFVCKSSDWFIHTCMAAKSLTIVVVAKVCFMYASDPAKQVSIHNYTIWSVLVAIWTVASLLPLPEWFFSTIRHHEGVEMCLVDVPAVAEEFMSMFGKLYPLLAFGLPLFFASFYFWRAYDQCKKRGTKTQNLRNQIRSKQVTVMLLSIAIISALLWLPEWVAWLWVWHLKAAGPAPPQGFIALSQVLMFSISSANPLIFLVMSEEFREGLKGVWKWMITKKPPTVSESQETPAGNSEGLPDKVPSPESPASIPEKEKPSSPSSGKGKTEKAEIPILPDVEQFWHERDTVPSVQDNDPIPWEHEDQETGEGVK
FBW7 act: FBW7 E3 ligase activators, primary screen, biochemical, AlphaScreen, human. F-box/WD repeat-containing protein 7 (Homo sapiens), Q969H0. AlphaScreen FBW7–phospho-cyclin E peptide binding, activator screen. normalized activity (activation), % at 26.1 µM. 0.13% of 650,000 active; in the data active = normalized activity above about 1.9%;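 also: purified mutant Fbw7 with reduced substrate affinity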
An asterisk follows results filed as active; & = joins results of further samples.

Values run as follows: MITF primary | TEAD-YAP block | GPR151 activ | FBW7 act
CC(Nc1nc(N2CCOCC2)c2cnn(-c3ccc(Cl)cc3)c2n1)c1ccccc1 (centres undefined)
  23 | -16 | -0.9 | 0.0
CCOC(=O)C1CCN(S(=O)(=O)c2ccc3[nH]c(=O)oc3c2)CC1
  4 | 0 | -1.2 | 0.0
COC(CNC(=S)Nc1cccc(C)c1)OC
  -9 | -4 | -0.5 | -0.2
c1ccc(-c2nnn(CN3CCc4ccccc4C3)n2)cc1
  18 | -1 | -0.8 | 0.5
CCCN(CCC)CCN1C(=O)C2C(C(=O)Nc3ccc(C)cc3)C3C=CC2(O3)C1C(=O)NC1CCCCC1 (centres undefined)
  3 | -9 | 0.0 | 0.0
Nc1nc(SCCCC(=O)NCCO)nc2sc3c(c12)CCCC3
  15 | 13 | -0.7 | 2.3*
Cc1c(C(=O)N2CCN(c3cccc(Cl)c3)CC2)sc2ncn(CC(=O)N3CCCC(C)C3)c(=O)c12 (centres undefined)
  -3 | 4 | -0.4 | 0.0
O=C(NCc1ccco1)c1cc2ccccn2n1
  -6 | -31 | -2.2 | -0.1
COc1cccc(C(CN)c2c[nH]c3ccccc23)c1OC (centres undefined)
  -1 | -2 | -0.5 | -0.1
CN1C2CCC1CC(N(CCc1ccccc1)C(=O)c1ccc(F)cc1)C2 (centres undefined)
  7 | -2 | -1.3 | 0.5
CC(C)c1ccc(NC(=O)C(c2ccc3c(c2)OCO3)N2CCCCC2)cc1 (centres undefined)
  5 | 3 | 0.7 | 1.0
CC1=C(C(=O)OC2CCCC2)C(c2cccc(Cl)c2)C2=C(CC(C)(C)CC2=O)N1 (centres undefined)
  21 | 7 | 2.3 | 0.3
CCOC(=O)c1c[nH]c2ccc(Cl)cc2c1=O
  22&6 | -8&11 | 0.2&-1.6 | 0.8&0.2
Cc1cccc(N=C2S/C(=C\c3ccc(O)cc3)C(=O)N2c2cccc(C)c2)c1
  -11 | -1 | 1.9 | 0.1
COc1ccc(/C=C2\N=C(c3ccco3)OC2=O)cc1OC
  -8 | 1 | -0.1 | 0.2
CN(C(=O)COc1cccc(Br)c1)C1CCS(=O)(=O)C1 (centres undefined)
  10 | -13 | 1.0 | -0.1
CC(C#N)CN1N=C(c2ccccc2)Cn2c(cc3sccc32)C1=O (centres undefined)
  2 | -5 | 0.5 | -0.1
Cc1cc(Cl)cc(Cl)c1OCCOCCN1CCN(C)CC1
  38 | 2 | -1.1 | 0.1
Cc1ccc2nc(NC3=NCN(C4CCCCC4)CN3)nc(C)c2c1
  -14 | -6 | 0.4 | 0.1
CCN1CCCC1CNC(=O)C(=O)NCc1ccccc1 (centres undefined)
  -1 | -7 | 2.0 | -0.1
COc1ccc(NC(=O)CSc2nc3ccc(NC(=O)C4CCCCC4)cc3s2)cc1
  -13 | -13 | 0.5 | -0.1
C=CCN1CCN(C(CCC)c2nnnn2Cc2ccco2)CC1 (centres undefined)
  8 | -2 | 0.5 | -0.3
CCSc1nnc(NC(=O)/C=C/c2ccccc2)s1
  5 | 5 | 0.5 | 0.5
Cc1[nH]c2ccccc2c1CCNS(=O)(=O)c1ccc(Cl)c(Cl)c1
  17 | 12 | 0.5 | 0.2
O=C(Nc1cc(C(=O)N2CC=C(c3ccccc3)CC2)ccc1N1CC2CC(C1)c1cccc(=O)n1C2)c1c(F)cccc1F (centres undefined)
  12 | -10 | 1.0 | -0.1
Cc1cc(OC(=O)c2ccc(S(=O)(=O)N3CCCCC3)cc2)c([N+](=O)[O-])c(=O)[nH]1
  -4 | -12 | -1.6 | -0.1
CC(=O)Nc1cc([N+](=O)[O-])ccc1C(=O)O
  20 | 1 | -0.3 | 0.1
Cc1ccc(CNc2ncnc3c2c(-c2ccccc2)cn3-c2cccc(Cl)c2)cc1
  8 | 5 | -0.2 | 0.1
Cc1ncn(-c2ccc(Nc3nccc(-c4cc(N5CCOCC5)cc(S(C)(=O)=O)c4)n3)cc2)n1
  -1 | 41* | 0.3 | -0.1
Cc1ccc(C(=O)Nc2ccc(S(N)(=O)=O)cc2)c(C)c1
  2 | -25 | 0.4 | -0.1
COc1cc(NC(=O)COc2ccc(Cl)cc2)ccc1NC(=O)C(C)C
  10 | 10 | 0.7 | -0.1
CS(=O)(=O)N(CC(=O)Nc1ccc(C(F)(F)F)cc1)c1ccc(Cl)cc1
  0 | 1 | 1.1 | -0.1
COc1ccc(N(C)C(=O)Cn2ncc3c2-c2ccccc2OC3)cc1
  11 | 8 | -1.2 | 0.3
Cc1ccccc1-n1nc2c(c1NC(=O)c1ccc(Br)cc1)CS(=O)C2 (centres undefined)
  -2 | -1 | -0.2 | 0.0
Cc1ccc(NC(=O)CN2c3ccccc3CC2C)c([N+](=O)[O-])c1 (centres undefined)
  8 | -7 | -1.8 | 0.4
NC(=O)c1ccc(NC(=O)COc2ccc(S(=O)(=O)NC3CCCCC3)cc2)cc1
  15 | -4 | -0.1 | 0.4
COc1ccc(CC(=O)Nc2ccc(N3CCC(NCCC(C)C)CC3)cc2)cc1
  -8 | 14 | 1.1 | 0.1
O=C(O)c1ccc([N+](=O)[O-])cc1C(=O)c1ccccc1
  12 | -9 | 3.5 | 0.4
CCOc1cc(S(=O)(=O)NCCN2CCOCC2)ccc1F
  -2 | 10 | 0.6 | 0.2
CCCN1C(=O)/C(=c2\sc3n(c2=O)C(c2ccc(OC(=O)c4ccco4)cc2)C(C(=O)OCC)=C(C)N=3)c2ccccc21 (centres undefined)
  -16 | 3 | -0.5 | 0.0

Further structures:
compound	MITF primary	TEAD-YAP block	GPR151 activ	FBW7 act
Cc1oc2cc(O)ccc2c(=O)c1-c1nc2ccccc2n1C	-2	-9	0.5	-0.1
CCOC(=O)CSc1nc2cc(C(=O)NCc3ccccc3)ccc2c(=O)n1Cc1ccccc1	-1	6	0.0	-0.1
CC(C)=CC(=O)OCC(=O)NC(=O)Cc1ccccc1	-4	0	3.2	-0.2
O=C(NCc1ccco1)c1nc(-c2ccccn2)ncc1C(F)(F)F	-2	-5	3.0	0.2
CCOC(=O)Nc1cccc(OCC(=O)Nc2ccc3c(c2)CCC3)c1	4	-18	0.4	0.0
CCOC(=O)CC(=O)Nc1ccc(C(=O)O)cc1	-11	3	-0.6	-0.1
CCNc1ncnc2sc(C(=O)N(C)Cc3cc(C)no3)c(C)c12	-8	-2	3.9	0.0
O=C(COc1ccc(Cl)cc1Cl)N=Nc1c(O)[nH]c(=O)[nH]c1=O	-2	3	-1.1	0.1
C=CCOC(=O)/C(=C\c1cccc([N+](=O)[O-])c1)NC(=O)c1ccc(Br)cc1	-10	-53	-1.5	-0.2
CCC(C)NC(=O)c1ccc(NC2=NC3CS(=O)(=O)CC3S2)cc1 (centres undefined)	-5	9	-1.1	-0.1
CCC(=O)Nc1nnc(SCC(=O)Nc2ccc(N(C)C)cc2)s1	1	-3	0.6	-0.2
CC1CCCN(C(=O)C2CCN(Cc3cccc(Br)c3)CC2)C1 (centres undefined)	62*	6	-0.4	1.0

3 entries from above, sorted by number of heavy atoms, low to high.
compound	MITF primary	TEAD-YAP block	GPR151 activ	FBW7 act
CCOC(=O)CC(=O)Nc1ccc(C(=O)O)cc1	-11	3	-0.6	-0.1
CCC(=O)Nc1nnc(SCC(=O)Nc2ccc(N(C)C)cc2)s1	1	-3	0.6	-0.2
C=CCOC(=O)/C(=C\c1cccc([N+](=O)[O-])c1)NC(=O)c1ccc(Br)cc1	-10	-53	-1.5	-0.2

The results go on.
compound	MITF primary	TEAD-YAP block	GPR151 activ	FBW7 act
Cc1cccc(CC(=O)Nc2cnn(-c3cccc(C(=O)Nc4ccc(Cl)c(F)c4)c3)c2)c1	8	2	-0.4	0.0
Cc1cccnc1NC(=S)NC(=O)c1ccccc1[N+](=O)[O-]	-10	-70	-0.6	-0.1
NC(=O)c1cccc(Nc2ccc3ncccc3c2)n1	7	-20	-2.8	0.0
CC(C)c1cc(C(=O)O)c2ccccc2n1	16	5	-1.8	0.2
CCSCCOC(=O)C1=C(C)NC2=C(C(=O)C(C(=O)OC)C(C)C2)C1c1ccccc1OCc1ccccc1 (centres undefined)	-9	-2	-0.4	0.1
Cc1cc(NC(=O)/C(=C/c2cccc([N+](=O)[O-])c2)NC(=O)C2CCCCC2)ccc1Br	-5	0	2.0	-0.1
COc1ccc(CN2CCC3(CC2)CC3C(=O)NCCc2ccccc2)cc1 (centres undefined)	-5	1	-0.9	0.1
Cc1cc(N2CCC(C(N)=O)CC2)nc2c(C(C)C)cccc12	0	-1	-1.2	0.0
CCOC(=O)c1c(NC(=O)CSc2nnc(CNC(=O)Cc3ccccc3)n2Cc2ccccc2)sc2c1CCCCC2	-3	2	-0.9	-0.1
Cc1cc(C(=O)CSc2nnc(N)s2)c(C)n1Cc1ccc2c(c1)OCO2	9	-54	0.6	-0.1
CCOC(=O)N1CCC(NC2CCCCCCC2)CC1	-3	4	-0.5	-0.2
CCOC(=O)C1C(c2ccc(O)cc2)NC(=O)NC1(O)C(F)(F)F (centres undefined)	5	0	-0.8	0.3

4 entries drawn at random from those above, as already listed:
compound	MITF primary	TEAD-YAP block	GPR151 activ	FBW7 act
Cc1cc(NC(=O)/C(=C/c2cccc([N+](=O)[O-])c2)NC(=O)C2CCCCC2)ccc1Br	-5	0	2.0	-0.1
Cc1cc(C(=O)CSc2nnc(N)s2)c(C)n1Cc1ccc2c(c1)OCO2	9	-54	0.6	-0.1
CCOC(=O)N1CCC(NC2CCCCCCC2)CC1	-3	4	-0.5	-0.2
COc1ccc(CN2CCC3(CC2)CC3C(=O)NCCc2ccccc2)cc1 (centres undefined)	-5	1	-0.9	0.1

The list continues:
compound	MITF primary	TEAD-YAP block	GPR151 activ	FBW7 act
COc1ccc(S(=O)(=O)NCCO)c2cccnc12	-2	2	-0.8	0.0
O=C(c1ccncc1)N1CCN(c2nnnn2-c2ccccc2)CC1	11	14	0.4	-0.2
CCN(CC)c1ccc(N2C(=NC(C)=O)SC3CS(=O)(=O)CC32)cc1 (centres undefined)	-5	11	0.1	-0.4
CCOc1ccc(CN2CCN(S(=O)(=O)c3ccccc3[N+](=O)[O-])CC2)cc1OC	34	0	0.0	-0.2
O=C1C(C=NC2CC2)=C(O)c2ccccc21	-21	-32	-2.0	0.0
CCOc1ccccc1C(=O)Nc1ccccc1Cl	2	14	-1.2	0.2
CCN1CCN(C(=O)c2cc3c(=O)oc4ccccc4c3s2)CC1	-5	-1	-0.3	-0.1
N#CC(C#N)=NNc1ccc([N+](=O)[O-])cc1Cl	9	-3	-0.2	-0.5
CC1Cn2cc(-c3ccc([N+](=O)[O-])cc3)nc2S1 (centres undefined)	10	-48	0.7	-0.1
CNC(=O)/C(=C\c1ccccc1)NC(=O)c1ccccc1I	16	9	-1.6	1.1
CCN(CC)c1ccc(C(NC(C)=O)NC(C)=O)cc1	11	3	1.3	0.1
O=C(N/N=C\c1c[nH]c2ccccc12)C1(O)c2ccccc2-c2ccccc21	-9	8	-0.6	0.1
CCCCOc1ccccc1-n1c(C)cn2c3c(=O)n(C)c(=O)n(C)c3nc12	13	29	2.2	0.0
CCOc1ccccc1NC(=O)CSc1nnc(C)c(=O)n1N	2	1	-2.1	0.1
CN1CCN(C(CNS(=O)(=O)c2cc(F)ccc2F)c2ccc(N(C)C)cc2)CC1 (centres undefined)	8	-7	1.6	-0.1
CCC(=O)N1CCc2cc(S(=O)(=O)N3c4ccccc4CC3C)ccc21 (centres undefined)	3	4	0.4	0.2
CCOC(=O)Cc1cc(=O)n2[nH]cc(-c3ccc(Cl)cc3)c2n1	0	-7	-0.1	0.1
CC(C)[C@@H](Cn1nc(-c2cccs2)ccc1=O)NC(=O)Cn1ncc2ccccc2c1=O	5	2	0.3	0.0
COc1cccc(C(=O)Oc2cccc(N3C(=O)CCC3=O)c2)c1	19	-8	-1.5	0.1
O=C(Nc1c2c(nn1-c1ccc(Cl)cc1)CSC2)c1cccc(C(F)(F)F)c1	5	3	-0.6	0.1
Cn1c(SCC(=O)NCc2cccs2)nnc1-c1cccs1	8	10	-0.5	-0.1
Nc1c(-c2nc(-c3ccccc3)cs2)c2ccccn2c1C(=O)c1ccccc1	-2	-8	-0.4	0.1
CN1CC=C(Cc2nn(CC(=O)O)c(=O)c3ccccc23)CC1	5	1	-0.5	0.8
Cc1noc(C)c1S(=O)(=O)N1CCC(C(=O)NC(C)c2ccccc2)CC1 (centres undefined)	10	-1	-0.9	0.3
O=C(Nc1ccccc1)Nc1ccccc1C(=O)NCc1ccccc1	-8	-5	0.0	-0.2
Cc1ccsc1/C=N\NC(=O)c1cccc(Br)c1	20	-9	-0.7	0.0
Cc1ccccc1CN1CCN(Cc2ccc(O)c(Cl)c2)CC1CCO (centres undefined)	4	-4	4.2	0.3
O=c1ccc(-c2ccc(S(=O)(=O)Nc3ccc(F)cc3)s2)n[nH]1	4	2	-0.9	0.1
CCCNC(=O)c1cnc(Nc2nc3ccccc3n2C)s1	12	0	1.9	-0.1
COc1cccc(C2CC(c3cccs3)=NN2C(=O)CSc2nnc(CNC(=O)c3ccccc3F)n2C)c1OC (centres undefined)	6	17	0.4	0.3
COc1ccc2nc(C)cc(Cl)c2c1	-11	1	0.3	-0.2
Cc1ccc(NC(=O)CC2SCCNC2=O)cc1Cl (centres undefined)	-8	-50	-2.0	0.0
CCN(CC)C1CCN(C(=O)c2cc(COc3ccc4ncccc4c3)on2)C1 (centres undefined)	10	15	5.7*	-0.1
O=C(Nc1ccc(OC(F)(F)F)cc1)c1c(O)c2ccccc2[nH]c1=O	-5	0	-0.2	0.2

Compounds were not picked by outcome; about 3.4% have a hit in one of these screens.
